ELG1 DNA repair: qHTS screen for small molecules that inhibit ELG1-dependent DNA repair in human embryonic kidney (HEK293T) cells expressing luciferase-tagged ELG1; HEK293T ELG1-luciferase reporter, luminescence, 16 h; DNA damage induced by 5-fluorouridine; Potency, µM (top dose mostly 46.1 µM), inactives show at the highest dose activity change, negative = inhibition, hits mostly inhibitors; 2.3% of 330,000 active; AID 504467, 2011; note: potency is the fitted concentration of half-maximal effect; % is set by controls: 0 for no effect and ±100 for the full control effect; nearly all actives have a fitted effect of over 55% in size
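Step one: seed 2,000 cells per well. Step two: pin-transfer compound or DMSO alongside 5-fluorouridine. Step three: incubate 16 hr, 37 °C, 5% CO2. Step four: add ONE-Glo, wait 30 min, read luminescence.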
BRCA1 expr act: qHTS Assay to Identify Small Molecule Activators of BRCA1 Expression | MCF7-BRCA1-FFLuc reporter, luminescence, 48 h; response scale: scaled: vehicle 0%, 10 µM genistein 100% | Potency, µM (titrated, usually from 46.1 µM), for the others: at the highest dose activation, hits mostly activators | 1.1% of 380,000 active; note: potency is the fitted concentration of half-maximal effect; nearly all actives have a fitted effect of over 80% in size; some results filed as inactive show a strong effect at the top dose
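MCF7 cells carrying a BRCA1-firefly luciferase reporter (2000 cells/well, phenol-red free MEM) were attached for 2 h at 37 °C, then given compounds for 48 h. Luminescence was read 15 min after luciferase reagent; activity normalized to genistein (10 microM) and DMSO.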
Tb PFK block: qHTS Assay to Find Inhibitors of T. brucei phosphofructokinase; ATP-dependent 6-phosphofructokinase (Trypanosoma brucei brucei), O15648; T. brucei PFK, ADP-Glo luminescence; Potency, µM (series often up to 57.5 µM), without a hit: at the highest dose activity, negative = inhibition, hits mostly inhibitors; 0.17% of 330,000 active; AID 485367, 2010;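 note: potency is the fitted concentration of half-maximal effect; 0% = uninhibited 1x PFK enzyme wells and -100% = no-enzyme wells; nearly all actives have a fitted effect of over 60% in size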
Target sequence (O15648 whole entry, looked up): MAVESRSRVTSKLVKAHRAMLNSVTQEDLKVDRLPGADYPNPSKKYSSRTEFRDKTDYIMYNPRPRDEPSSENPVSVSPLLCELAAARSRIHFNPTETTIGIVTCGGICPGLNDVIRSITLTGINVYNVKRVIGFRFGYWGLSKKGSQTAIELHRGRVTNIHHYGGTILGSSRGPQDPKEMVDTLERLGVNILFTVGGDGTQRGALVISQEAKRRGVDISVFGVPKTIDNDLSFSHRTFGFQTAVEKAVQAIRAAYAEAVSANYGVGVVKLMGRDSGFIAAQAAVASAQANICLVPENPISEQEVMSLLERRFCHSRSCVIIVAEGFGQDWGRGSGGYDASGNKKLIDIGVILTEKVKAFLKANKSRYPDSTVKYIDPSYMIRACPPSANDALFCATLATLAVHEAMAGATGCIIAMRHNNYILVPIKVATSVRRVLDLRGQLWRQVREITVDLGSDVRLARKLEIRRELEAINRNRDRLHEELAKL
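Activity is normalized to no-enzyme wells (full inhibition) and 1.25 nM enzyme wells (no inhibition). Reaction: 0.5 mM F6P, 0.1 mM ATP, 45 min RT, ADP-Glo luminescence; concentration-response curves fitted and classed by quality.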
TRPV1 agonist: HTS Assay for Compounds that Act as Agonists of the Vanilloid Receptor 1. Transient receptor potential cation channel subfamily V member 1 (Homo sapiens), Q8NER1. TRPV1-expressing cells, Fluo-8 calcium influx, agonist mode. activation, % at 8.33 µM. 0.19% of 320,000 active; in the data active = activation above about 80%; inconclusive = between about 30% and that limit; note: 0% is about no effect
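Fluo-8 calcium influx in TRPV1-expressing cells, kinetic read (ex 480/em 520 nm). Compound added and read 3 min for agonist activity, followed by capsaicin at EC20 final and 2 min further read for enhancement.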
RORg inh: qHTS for inhibitors of ROR gamma transcriptional activity | Potency, µM (highest dose often 53.6 µM), for the others: at the top dose activity change, negative = inhibition, usual class: inhibitors | Nuclear receptor ROR-gamma (Mus musculus), P51450 | 5.4% of 310,000 active | AID 2551, 2010 | Drosophila S2 Gal4-RORgamma UAS-luciferase reporter, 20 h; note: potency is the fitted concentration of half-maximal effect; % is set by controls: 0 for no effect and ±100 for the full control effect; nearly all actives have a fitted effect of over 60% in size
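Drosophila S2 cells stably expressing Gal4-DBD/mouse RORγ fusion under metallothionein promoter plus UAS-luciferase; compound 1 h, then 700 uM CuSO4 induction for 20 h at ambient temperature; inhibition read as reduced luminescence.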
p53 reactivation: qHTS assay for re-activators of p53 using a Luc reporter; H1299 p53-A138V BP100-luciferase reporter, luminescence, 24 h; Potency, µM (highest dose often 92.2 µM), inactives show at the highest dose activity change, positive = activation, actives largely listed as activators; 0.063% of 320,000 active; AID 504706, 2011; note: potency is the fitted concentration of half-maximal effect; % of control where 0% means no effect; nearly all actives have a fitted effect of over 45% in size
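p53-null H1299 cells stably carrying temperature-sensitive p53-A138V and a BP100-luciferase reporter were pinned with compounds (4-point, 1:5 series) and held 24 hrs at 37 deg C. Luminescence was read 10 min after detection reagent.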
NPC1 prom act: qHTS Assay for NPC1 Promoter Activators. Potency, µM (top dose mostly 9.22 µM), inactives show at the top dose activation, hits mostly activators. Huh7 NPC1 promoter luciferase reporter, 24 h. 2.4% of 320,000 active;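 note: potency is the fitted concentration of half-maximal effect; % of control where 0% means no effect; nearly all actives have a fitted effect of over 60% in size; reporter is driven by a mutant NPC1 promoter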
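Stably transfected Huh7 (NPC1 promoter→luciferase), 1500 cells/well in Opti-MEM + 10% FBS, 2 h settle, then compound 24 h at 37 °C. Luminescence after 10 min with Amplite reagent.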
Rab9 promoter act: qHTS Assay for Rab9 Promoter Activators | Huh7 Rab9 promoter-luciferase reporter, luminescence, 24 h | Potency, µM (titrated, usually from 9.22 µM), for inactives: top-dose activation, negative = inhibition, actives largely listed as activators | 2.8% of 320,000 active | AID 485297, 2010; note: potency is the fitted concentration of half-maximal effect; % of control where 0% means no effect; nearly all actives have a fitted effect of over 60% in size
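Rab9 promoter-driven luciferase in stably transfected Huh7 cells; 1500 cells/well rested 2 h, exposed to compound in DMSO for 24 h at 37 °C, 5% CO2. Luminescence read 10 min after adding luciferase reagent at ambient temperature.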
Gal4-VP16 FLuc: VP16 counterscreen qHTS for inhibitors of ROR gamma transcriptional activity; Drosophila S2 Gal4-VP16 UAS-luciferase, luminescence, 20 h; Potency, µM (titrated, usually from 53.6 µM), for the others: at the top dose activity, negative = inhibition, most hits filed as inhibitors; 3.5% of 310,000 active;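 note: Gal4-VP16 expression switched on by copper sulfate through the metallothionein promoter; potency is the fitted concentration of half-maximal effect; % is set by controls: 0 for no effect and ±100 for the full control effect; nearly all actives have a fitted effect of over 50% in size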
FLuc modulator: qHTS profiling assay for firefly luciferase inhibitor/activator using purifed enzyme and Km concentrations of substrates (counterscreen for miR-21 project); Luciferin 4-monooxygenase (Photinus pyralis), P08659; purified FLuc, Km substrates, luminescence inhibition; Potency, µM (series often up to 57.5 µM), for inactives: at the highest dose activity change, negative = inhibition, hits mostly inhibitors; 6.9% of 360,000 active; AID 588342, 2011;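 note: potency is the fitted concentration of half-maximal effect; plate controls were vehicle for no effect and reference inhibitor for full effect; nearly all actives have a fitted effect of over 55% in size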
Target sequence (P08659 whole entry, looked up): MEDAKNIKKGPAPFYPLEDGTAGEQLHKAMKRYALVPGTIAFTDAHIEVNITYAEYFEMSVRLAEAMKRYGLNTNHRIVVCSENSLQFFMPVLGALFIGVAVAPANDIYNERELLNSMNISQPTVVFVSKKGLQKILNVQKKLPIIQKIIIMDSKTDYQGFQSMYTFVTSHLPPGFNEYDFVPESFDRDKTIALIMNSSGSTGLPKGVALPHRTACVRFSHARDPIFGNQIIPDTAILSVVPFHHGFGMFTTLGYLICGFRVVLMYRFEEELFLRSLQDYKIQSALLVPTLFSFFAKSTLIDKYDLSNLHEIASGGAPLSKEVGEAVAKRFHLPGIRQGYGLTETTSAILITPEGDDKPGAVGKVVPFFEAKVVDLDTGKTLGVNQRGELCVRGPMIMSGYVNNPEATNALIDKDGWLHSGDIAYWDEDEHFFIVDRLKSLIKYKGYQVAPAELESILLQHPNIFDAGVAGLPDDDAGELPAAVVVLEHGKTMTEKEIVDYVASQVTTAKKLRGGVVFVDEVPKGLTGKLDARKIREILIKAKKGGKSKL
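Purified P. pyralis luciferase (10nM final) with 10uM D-luciferin and 10uM ATP (Km levels) in 50mM Tris acetate pH 7.5, 10mM Mg acetate, 0.01% Tween-20, 0.05% BSA; qHTS 6-point titration, ~60 µM downward; luminescence read.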
ELG1 genotoxic: qHTS screen for small molecules that induce genotoxicity in human embryonic kidney (HEK293T) cells expressing luciferase-tagged ELG1; HEK293T ELG1-luciferase reporter, luminescence, 16 h; Potency, µM (top dose mostly 46 µM), inactives show top-dose activity change, positive = activation, usual class: activators; 1.3% of 330,000 active; AID 504466, 2011; note: potency is the fitted concentration of half-maximal effect; % of control where 0% means no effect; nearly all actives have a fitted effect of over 60% in size
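Cells (2,000/well) expressing the ELG1-luciferase fusion are dosed by pin tool and kept 16 hr at 37 °C, 5% CO2. Signal comes from ONE-Glo luciferase reagent after 30 min at room temperature.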
* = called active by the depositor; ? = inconclusive; / = no result given; [ ] = dose if it differs, or a comment. Unless noted, calls come from the whole dose curve; as a rule, active = well fitted curve in the direction sought with a large enough effect; inconclusive = small, poorly fitted or top-dose-only effect, or another doubt; inactive = no such curve, though single readings can be large; an effect the other way counts as inactive or inconclusive. Hits appear at their usual frequency; about 15% have a hit in one of these screens.

Each structure is followed by: ELG1 DNA repair	BRCA1 expr act	Tb PFK block	TRPV1 agonist	RORg inh	p53 reactivation	NPC1 prom act	Rab9 promoter act	Gal4-VP16 FLuc	FLuc modulator	ELG1 genotoxic
O=C(NC(=S)Nc1ccc(Cl)c(C(=O)O)c1)c1cccc(COc2ccccc2)c1
 : -5%	47%	-1%	3	?	-18%	2%	0%	-11%	3%	0%
Cc1ccsc1C(=O)NC(C)c1ccccc1 (stereo not given)
 : ?	18%	1%	-1	-38%	1%	-5%	-2%	-12%	1%	3%
COc1ccc(OCc2nnc(SCC(=O)NNC(=O)c3ccc(C)cc3)n2C)cc1
 : 0%	-21%	3%	1	-6%	10%	-4%	-1%	5%	-1%	0%
Cc1c(CCC(=O)NCCCn2ccnc2)c(=O)oc2c(C)c3occ(C(C)(C)C)c3cc12
 : -15%	-26%	-2%	?	-29%	-1%	-3%	-1%	0%	0%	-7%
CCN(CC)CCSc1nc2ccc(OC)cc2[nH]1
 : 11%	0%	-10%	/	2%	-1%	-3%	3%	-2%	-2%	0%
COc1ccc(-n2c(=O)cc(N3CCN(c4ccccc4OC)CC3)[nH]c2=O)cc1
 : -4%	-68%	13%	3	-32%	-4%	-2%	-4%	0%	-7%	-2%
CCn1c(CCNC(=O)c2cccs2)n[nH]c1=S
 : 14%	-23%	-9%	-7	-5%	-3%	0%	-2%	-4%	-12%	2%
Cc1ccc(C(CC(=O)O)Nc2nc(N3CCCCC3)nc(N3CCCCC3)n2)cc1 (stereo not given)
 : 12%	-15%	5%	3	?	-10%	1%	-3%	?	1%	-1%
CCCCOC(=O)C(C)c1c(C)[nH]c(=S)[nH]c1=O (stereo not given)
 : 2%	-17%	2%	15	-18%	18%	0%	2%	-7%	-1%	1%
O=C(NCC(=O)N(Cc1cccs1)C(C(=O)NC1CCCC1)c1ccncc1)c1ccco1 (stereo not given)
 : 2%	-10%	-3%	-4	14%	7%	-1%	-11%	1%	2%	3%

Other structures.
Each structure is followed by: ELG1 DNA repair	BRCA1 expr act	Tb PFK block	TRPV1 agonist	RORg inh	p53 reactivation	NPC1 prom act	Rab9 promoter act	Gal4-VP16 FLuc	FLuc modulator	ELG1 genotoxic
Cc1ccc(Sc2nc3c(c(=O)[nH]c(=O)n3C)n2CCc2ccccc2)cc1
 : ?	-32%	-3%	?	-29%	-4%	0%	-1%	-11%	0%	?
NS(=O)(=O)c1ccc(Nc2ccc3cc(S(=O)(=O)N4CCCCC4)ccc3n2)cc1
 : -8%	-58%	-8%	-1	15%	1%	0%	4%	-1%	3%	-5%
O=C(NCc1ccccc1)c1cccc(NC(=O)c2ccco2)c1
 : -27%	-47%	-14%	/	7%	-6%	6%	-5%	1%	-17%	3%
O=C1CN(C(=O)CNC(=O)c2ccc(Cl)cc2Cl)CCN1
 : 1%	18%	-5%	1	-24%	-5%	1%	1%	3%	-2%	1%
CCOC(=O)c1c(C)n(C)c2cc([N+](=O)[O-])c(O)c([N+](=O)[O-])c12
 : -7%	-9%	3%	/	0%	-1%	0%	2%	-4%	2%	-1%
CCOc1ccc(CCNC(=O)CCc2nnc3ccc(N4CCCCC4)nn23)cc1OCC
 : ?	-12%	1%	-3	-6%	/	0%	-1%	-3%	0%	-1%
COC(=O)C1C(c2ccc(OC)cc2)NC(=O)NC1(O)C(F)(F)Cl (stereo not given)
 : 3%	18%	-1%	3	-13%	3%	-3%	0%	-6%	-1%	0%
S=c1[nH]c2cc3c(cc2[nH]1)OCCO3
 : 9%	-10%	-6%	1	38%	3%	1%	-13%	-5%	-3%	2%
CC1(CCC#N)N=C(SCCC#N)N(c2ccccc2)C1=O (stereo not given)
 : 15%	-3%	2%	-4	-34%	-4%	1%	2%	6%	-3%	4%
Cc1cc(C)n(CC(=O)N/N=C/c2ccc3c(c2)OCO3)n1
 : ?	-1%	-6%	2	-8%	3%	-2%	-9%	6%	-2%	0%

Other compounds follow:
Each structure is followed by: ELG1 DNA repair	BRCA1 expr act	Tb PFK block	TRPV1 agonist	RORg inh	p53 reactivation	NPC1 prom act	Rab9 promoter act	Gal4-VP16 FLuc	FLuc modulator	ELG1 genotoxic
COc1ccc(CN2CCCCC2C(=O)Nc2ccc(OC)c(OCC(C)C)c2)cc1OC (stereo not given)
 : ?	-1%	2%	9	7%	5%	-2%	1%	-4%	4%	-1%
Cc1c(C)c2cc3c(C)coc3cc2oc1=O
 : 3%	16%	-2%	-1	6%	2%	-5%	-7%[1.84 µM]	-10%	-18%	3%
Clc1cc2c(c(Cn3cnc4ccccc43)c1)OCOC2
 : 8%	5%	3%	2	?	-22%	-3%	0%	-14%	-2%	-2%
CSc1ccc(CN2CCC(C(=O)NCc3ccc(C)cc3)CC2)cc1
 : -6%	-1%	3%	7	-6%	4%	0%	-5%	0%	0%	-7%
CCOC(=O)C1CCN(C(=O)CNS(=O)(=O)c2cccs2)CC1
 : 10%	0%	1%	1	13%	-3%	0%	-1%	4%	4%[2.3 µM]	-1%
Cc1ccc(NS(=O)(=O)c2cc(C(=O)N3CCN(C)CC3)ccc2C)cc1
 : 0%	0%	4%	-3	6%	-10%	-2%	-9%	10%	0%	1%
Cc1ccc(OCC(=O)N2N=C(c3cccnc3)CC2(O)C(F)(F)F)cc1C (stereo not given)
 : -20%	-20%	-4%	?	-43%	-15%	0%	-5%	?	?	0%
Cc1ccc(C(=O)c2ccccc2C(=O)OCC(=O)NC(C)(C)C)cc1
 : 3%	-22%	4%	?	23%	5%	0%	8%	18%	4%	-4%
CC(/C=C1\SC(=Nc2cccnc2)NC1=O)=C\c1ccccc1
 : -18%	-59%	-12%	/	11%	13%	-26%	-15%	2%	?	-7%
COCCn1c(-c2cccc([N+](=O)[O-])c2)nc2c1c(=O)[nH]c(=O)n2Cc1ccccc1
 : ?	-10%	-2%	11	25%	-18%	0%	1%	3%	-2%	1%
CCOCCCNC(=O)C(C)NS(=O)(=O)c1ccc(C)cc1 (stereo not given)
 : 16%	0%	0%	2	-1%	6%	-1%	2%	2%	7%	-1%
CCOc1ccccc1C(=O)N1CCC(n2nnc3cc(C)ccc32)CC1
 : -11%	21%	2%	-3	?	2%	-4%	-4%	-1%	-2%	-2%

Grouped by structure: those above with an aryl thioether with sulfur outside any ring.
Each structure is followed by: ELG1 DNA repair	BRCA1 expr act	Tb PFK block	TRPV1 agonist	RORg inh	p53 reactivation	NPC1 prom act	Rab9 promoter act	Gal4-VP16 FLuc	FLuc modulator	ELG1 genotoxic
COc1ccc(OCc2nnc(SCC(=O)NNC(=O)c3ccc(C)cc3)n2C)cc1
 : 0%	-21%	3%	1	-6%	10%	-4%	-1%	5%	-1%	0%
CCN(CC)CCSc1nc2ccc(OC)cc2[nH]1
 : 11%	0%	-10%	/	2%	-1%	-3%	3%	-2%	-2%	0%
Cc1ccc(Sc2nc3c(c(=O)[nH]c(=O)n3C)n2CCc2ccccc2)cc1
 : ?	-32%	-3%	?	-29%	-4%	0%	-1%	-11%	0%	?
CSc1ccc(CN2CCC(C(=O)NCc3ccc(C)cc3)CC2)cc1
 : -6%	-1%	3%	7	-6%	4%	0%	-5%	0%	0%	-7%

Compound activity: PubChem BioAssay, National Center for Advancing Translational Sciences (NCATS)
